# Bcl-B Bim block – human Bim-Bcl-B interaction inhibition; Q9HD36; bead-based flow cytometry, Bim peptide-Bcl-B binding; inhibition, % at 10 µM; 190,000 tested, 0.073% active; AID 951;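 also: 0% = tracer peptide without compound and 100% = reference inhibitor peptide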
# Target sequence (Q9HD36 whole entry, looked up): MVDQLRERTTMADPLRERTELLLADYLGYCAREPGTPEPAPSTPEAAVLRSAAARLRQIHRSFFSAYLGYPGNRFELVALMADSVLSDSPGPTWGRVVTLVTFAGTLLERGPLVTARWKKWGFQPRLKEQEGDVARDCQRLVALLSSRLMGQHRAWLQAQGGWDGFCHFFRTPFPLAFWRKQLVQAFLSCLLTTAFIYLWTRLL
# Cdc42 wt – changes GTP binding to wildtype human Cdc42; GST-Cdc42 beads, Bodipy-GTP binding, flow cytometry; actives lie on both sides; percent activity (GTP binding), % at 10 µM; 190,000 tested, 0.2% active;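 active = percent activity GTP binding at least 20 points away from the 100% baseline, either down as inhibitor or up as activator; inconclusive = compound flagged as likely green fluorescent from well-wide comparison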;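 also: median bead fluorescence of bound Bodipy-FL-GTP at 100 nM; 0% = excess unlabeled GTP control and 100% = no compound control; below 100% means less GTP binding so inhibitor and above means activator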
# Target sequence (P60953 whole entry, looked up): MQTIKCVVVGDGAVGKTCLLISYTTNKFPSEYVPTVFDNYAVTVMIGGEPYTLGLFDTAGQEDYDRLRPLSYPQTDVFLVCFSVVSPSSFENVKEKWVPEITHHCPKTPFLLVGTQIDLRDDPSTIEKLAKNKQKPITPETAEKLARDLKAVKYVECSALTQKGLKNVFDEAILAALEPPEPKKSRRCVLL
# Bcl-XL Bim block – disrupts Bim peptide binding to human Bcl-XL. Q07817. 190,000 tested, 0.04% active. bead flow cytometry, fluorescence. inhibition, % at 10 µM
# Target sequence (Q07817 whole entry, looked up): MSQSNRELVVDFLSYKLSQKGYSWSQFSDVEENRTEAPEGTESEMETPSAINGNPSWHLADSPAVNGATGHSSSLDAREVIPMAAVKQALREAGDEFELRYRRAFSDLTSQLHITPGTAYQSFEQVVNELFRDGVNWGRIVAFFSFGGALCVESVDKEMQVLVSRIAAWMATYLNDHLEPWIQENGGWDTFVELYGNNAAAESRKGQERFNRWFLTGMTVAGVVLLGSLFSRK
# Bcl-2 Bim block – human Bim-Bcl-2 interaction inhibition. inhibition, % at 10 µM. AID 950. Bead-based flow cytometry, Bim peptide-Bcl-2 binding. 190,000 tested, 0.06% active; in the data active = inhibition above about 40%; inconclusive = no clear call, values can overlap the other calls;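 also: 0% = no compound wells with probe peptide and 100% = reference peptide inhibitor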
# Target sequence (P10415 whole entry, looked up): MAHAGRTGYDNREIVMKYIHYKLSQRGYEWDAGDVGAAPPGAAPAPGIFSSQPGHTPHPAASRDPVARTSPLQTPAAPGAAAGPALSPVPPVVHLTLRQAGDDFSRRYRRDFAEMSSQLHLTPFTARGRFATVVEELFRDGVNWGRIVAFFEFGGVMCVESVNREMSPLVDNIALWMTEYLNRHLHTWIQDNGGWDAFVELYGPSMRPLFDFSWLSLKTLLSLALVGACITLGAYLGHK
# Rac1 mut GTP – human Rac1 activated mutant GTP binding change. P63000. GST-Rac1 activated beads, fluorescent GTP binding, flow cytometry; actives lie on both sides; 100% means binding = to untreated wells. percent activity (GTP binding), % at 10 µM. 190,000 tested, 0.11% active. AID 764;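 active = GTP binding at least 20 percentage points away from the 100% baseline, in either direction, so actives lie on both sides; inconclusive = Compound likely fluorescent itself, or too few beads counted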
# Rab7 wt GTP bind – modulators of GTP binding to dog Rab7 wildtype GTPase; GST-Rab7 beads, fluorescent GTP binding, flow cytometry; actives lie on both sides; untreated = 100%, excess cold GTP = 0%; GTP binding activity (percent of control), % at 10 µM; 190,000 tested, 0.055% active;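 active = fluorescent GTP binding to Rab7 beads changed by at least 20 points from the 100% baseline, either direction, mostly lower; inconclusive = compound itself probably fluorescent, or too few beads counted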;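 also: median green fluorescence of bound Bodipy-FL-GTP per Rab7 bead population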
# HRas wt GTP – human HRas wildtype GTP binding, change in either direction. GST-Ras wt beads, Bodipy-FL-GTP binding, flow cytometry; actives lie on both sides. GTP binding activity, % at 10 µM. P01112. 190,000 tested, 0.14% active;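 active = GTP binding activity at least 20% away from the 100% baseline, either lowered as inhibitor or raised as activator; inconclusive = flagged as likely green fluorescent, judged across all proteins in the well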;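 also: 0% = unlabeled GTP competition control and 100% = no-compound control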
# Target sequence (P01112 whole entry, looked up): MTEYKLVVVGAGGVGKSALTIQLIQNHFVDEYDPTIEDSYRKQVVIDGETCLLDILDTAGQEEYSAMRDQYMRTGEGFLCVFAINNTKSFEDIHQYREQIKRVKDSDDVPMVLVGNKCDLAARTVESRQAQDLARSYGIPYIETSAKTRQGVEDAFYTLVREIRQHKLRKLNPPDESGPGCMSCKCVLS
# Bim-Bfl-1 – disrupts Bim binding to human Bfl-1; Q16548; Bead-based flow cytometry, Bim-Bfl-1 binding inhibition; inhibition, % at 10 µM; 190,000 tested, 0.12% active; AID 1008;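 also: 0% = wells without compound plus tracer and 100% = blocker peptide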
# Rab2A wt mod – changes GTP binding to wildtype dog Rab2A, up or down; GST-Rab2 wt beads, Bodipy-GTP binding, flow cytometry; 190,000 tested, 0.19% active; GTP binding activity, % at 10 µM;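 active = GTP binding activity at least 20 points away from 100%, either lowered or raised; inconclusive = signal likely due to the compound's own green fluorescence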;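 also: 0% = beads with excess unlabeled GTP and 100% = no-compound control corrected for plate trend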
# Rac1 wt GTP bind – modulators of human Rac1 wildtype GTP binding. P63000. GST-Rac1 beads, fluorescent GTP binding, flow cytometry; actives lie on both sides; 0 = cold GTP competed, 100 = untreated. GTP binding activity (% of control), % at 10 µM. 190,000 tested, 0.27% active;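 active = GTP binding activity at least 20 points away from the 100% control level, either lower or higher; inconclusive = compound flagged as likely green fluorescent, judged across all proteins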
# Bcl-W Bim block – human Bim-Bcl-W interaction inhibition; bead-based flow cytometry, Bim peptide-Bcl-W binding; AID 952; 190,000 tested, 0.02% active; Q92843; inhibition, % at 10 µM;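 also: 0% = bound tracer without compound and 100% = peptide blocker; higher means less fluorescent Bim peptide bound to Bcl-W beads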
# * hit, by the source's call; u = inconclusive; x = not tested or not shown. Rule as the data show it, unless noted: active = inhibition above about 40%.
Bcl-W Bim block,Bcl-2 Bim block,HRas wt GTP,Cdc42 wt,Rab2A wt mod,Bim-Bfl-1,Bcl-XL Bim block,Rac1 wt GTP bind,Bcl-B Bim block,Rac1 mut GTP,Rab7 wt GTP bind,structure
0.0,-4.0,95.0,92.0,95.0,-2.0,-1.0,94.0,-3.0,93.0,94.0,N#CCOC(=O)c1c2c(nc3ccccc13)CCC2
-4.0,0.0,97.0,98.0,96.0,-1.0,-5.0,103.0,-5.0,96.0,95.0,CCC1=Nc2cc(C(=O)O)ccc2Sc2ccc(Cl)cc21
0.0,-2.0,101.0,103.0,100.0,-15.0,-8.0,107.0,-9.0,102.0,103.0,COc1ccccc1-n1cnc2cc(C(=O)NCC3CCCO3)ccc21 (stereo not given)
1.0,-2.0,101.0,103.0,101.0,0.0,-1.0,106.0,-2.0,101.0,103.0,CC(C)OC(=O)c1c(F)c(F)c(N2CCOCC2)c(F)c1F
-4.0,-8.0,96.0,98.0,96.0,-2.0,-4.0,98.0,-3.0,97.0,96.0,C=CCOc1ccc(CNc2ccc(NC(=O)CCC)cc2)cc1OCC
2.0,-9.0,103.0,101.0,101.0,-16.0,-2.0,106.0,-8.0,100.0,102.0,CCCC1(c2ccccc2)NC(=O)N(CC(=O)c2[nH]c(C)c(C(=O)OCC)c2C)C1=O (stereo not given)
0.0,-2.0,95.0,95.0,100.0,-7.0,-1.0,97.0,-2.0,97.0,97.0,ClCC1CSC(=NC23CC4CC(CC(C4)C2)C3)O1 (stereo not given)
-2.0,-1.0,97.0,96.0,96.0,-1.0,0.0,92.0,0.0,97.0,93.0,CC(C)C(=O)Nc1nnc(CCN2CCCCC2)s1
-3.0,-11.0,97.0,94.0,97.0,-16.0,0.0,99.0,-8.0,98.0,100.0,O=C(/C=C/c1c[nH]c2ccccc12)c1ccccc1
1.0,9.0,101.0,97.0,98.0,2.0,13.0,103.0,10.0,98.0,105.0,CCOc1ccc(C(C(=O)NC2CCCCC2)N(C(=O)c2ccccn2)c2cccnc2)cc1 (stereo not given)
1.0,-4.0,98.0,98.0,96.0,-2.0,-2.0,105.0,0.0,100.0,97.0,CCCC1=C(C(=O)OCC)C(c2ccc(OC)c(C)c2OC)C(C#N)=C(N)O1 (stereo not given)
-3.0,-3.0,99.0,95.0,99.0,-7.0,-1.0,100.0,-4.0,93.0,103.0,N#CCc1nc(-c2cc3ccccc3oc2=O)cs1
-2.0,-2.0,105.0,101.0,101.0,-2.0,0.0,101.0,0.0,100.0,102.0,Cc1ccc(CNC(=O)CCNC(=O)Cn2ccc3ccccc3c2=O)cc1
0.0,-9.0,102.0,103.0,101.0,-12.0,-3.0,107.0,-7.0,102.0,101.0,c1cncc(-c2nnc(SCc3nc4ccccc4[nH]3)o2)c1
-4.0,-3.0,99.0,101.0,99.0,-5.0,-8.0,101.0,-3.0,99.0,97.0,Cc1ccc(OCCCNC2CCCC2)cc1
-8.0,-9.0,100.0,101.0,98.0,-5.0,-6.0,102.0,-9.0,95.0,97.0,O=c1[nH]c2ccc(Br)cc2c(-c2ccccc2)c1N1CCOCC1
3.0,-6.0,101.0,98.0,98.0,-9.0,-1.0,104.0,-4.0,98.0,101.0,O=C(O)c1c[nH]c2ccc(S(=O)(=O)N3CCN(c4ccc(F)cc4)CC3)cc2c1=O
-2.0,-1.0,99.0,100.0,96.0,-5.0,0.0,100.0,-5.0,96.0,97.0,CCOc1ccc(C(=O)NCCN2CCOCC2)cc1
-3.0,-2.0,100.0,103.0,100.0,6.0,-9.0,105.0,-24.0,100.0,98.0,O=C(Cn1c(=S)[nH]c2ccccc21)c1ccccc1
-2.0,-3.0,96.0,95.0,96.0,-1.0,-2.0,98.0,-3.0,95.0,97.0,COc1ccc(C(=O)NCc2cccnc2)cc1S(=O)(=O)N1CCOCC1
-5.0,-6.0,98.0,96.0,99.0,-7.0,-1.0,101.0,-5.0,98.0,102.0,CN1CCN(C(=O)C2=C[C@@H](c3ccc(Br)cc3)C[C@@H](OCc3ccc(CO)cc3)O2)CC1
0.0,0.0,101.0,105.0,101.0,0.0,0.0,105.0,-8.0,96.0,102.0,Cc1ccc(Cn2c(O)c(N=NC(=S)Nc3ccccc3F)c3cc(S(=O)(=O)N4CCOCC4)ccc32)cc1
0.0,-1.0,104.0,103.0,104.0,0.0,0.0,103.0,-2.0,100.0,101.0,CCN(C(=O)COC(=O)c1cc2ccccc2cc1O)C1CCS(=O)(=O)C1 (stereo not given)
0.0,-8.0,101.0,100.0,96.0,-9.0,-9.0,100.0,-8.0,99.0,98.0,CCCCOc1ccc(-c2nc(-c3cccnc3)no2)cc1
-3.0,-10.0,101.0,100.0,99.0,-15.0,-7.0,103.0,-5.0,100.0,101.0,Cc1nn(-c2ccccc2)c2nc3c(cc12)C(=O)CCC3
-5.0,-1.0,100.0,104.0,98.0,-6.0,0.0,101.0,-3.0,99.0,108.0,O=C(N/N=C/c1cn[nH]c1-c1ccc(Cl)cc1)c1ccc([N+](=O)[O-])cc1
1.0,-4.0,105.0,107.0,103.0,-12.0,-16.0,109.0,-5.0,101.0,104.0,Cc1ccc(S(=O)(=O)NC(=O)NCc2ccccn2)cc1
-2.0,-6.0,104.0,105.0,104.0,-1.0,-2.0,102.0,0.0,102.0,105.0,O=C(Cn1c(NCCO)nc2ccccc21)NCCc1ccc(F)cc1
-2.0,-3.0,97.0,98.0,96.0,-2.0,-3.0,100.0,-2.0,98.0,95.0,Cc1cc(=O)[nH]c(SCC(=O)Nc2cccc(C(F)(F)F)c2)n1
3.0,0.0,103.0,102.0,102.0,-10.0,-4.0,101.0,-3.0,99.0,103.0,CCN(CC)CCn1c2ccccc2c2nc(C)sc21
0.0,-4.0,102.0,97.0,103.0,-2.0,0.0,104.0,-2.0,96.0,108.0,COc1ccc(C2C(C#N)=C(N)N(c3ncn[nH]3)C3=C2C(=O)CCC3)cc1 (stereo not given)
-1.0,0.0,94.0,93.0,95.0,1.0,-6.0,100.0,-16.0,95.0,96.0,O=C(CSc1ccccn1)Nc1ccc(N2CCOCC2)cc1
-2.0,1.0,100.0,101.0,101.0,-1.0,-7.0,104.0,-7.0,99.0,97.0,Cc1cccnc1N(C(=O)Nc1cccc(Cl)c1)C1=NCC(C)(C)S1
x,x,105.0,107.0,104.0,x,x,112.0,x,102.0,105.0,O=c1cc(N2CCC3(CC2)OCCO3)[nH]c(=O)n1-c1ccc(Br)cc1
0.0,0.0,100.0,98.0,100.0,0.0,1.0,105.0,2.0,101.0,100.0,Cc1c(Cl)c(C(F)(F)F)nn1CC(=O)NCc1ccccc1
-3.0,-3.0,96.0,95.0,97.0,1.0,-5.0,94.0,-5.0,98.0,92.0,CN(C)C(=S)SCC(=O)Nc1cccc(C(F)(F)F)c1
0.0,2.0,100.0,103.0,102.0,-2.0,-2.0,105.0,-11.0,98.0,106.0,COc1ccc(N2C(=O)CC(NNc3ncc(Cl)cc3Cl)C2=O)cc1 (stereo not given)
0.0,-7.0,102.0,104.0,103.0,-11.0,-3.0,107.0,-2.0,97.0,103.0,COC(=O)c1ccccc1NC(=O)Cn1cc(Br)cn1
-5.0,-1.0,101.0,103.0,98.0,-30.0,-9.0,102.0,-7.0,98.0,99.0,CCS(=O)(=O)N1CCC(C(=O)NCCCN2CCC(Cc3ccccc3)CC2)CC1
0.0,-1.0,100.0,100.0,99.0,1.0,0.0,98.0,0.0,98.0,97.0,O=C(O/N=C\c1ccc(N2CCOCC2)c([N+](=O)[O-])c1)c1ccccc1Cl
0.0,0.0,102.0,99.0,103.0,0.0,0.0,100.0,-1.0,98.0,105.0,CCOc1cc2c(cc1C(C)(C)C)NC(=O)CS2
0.0,-1.0,102.0,103.0,101.0,0.0,-2.0,108.0,-1.0,99.0,101.0,CC(C)n1c(-c2ccc(N(C)C)cc2)nc2ccccc21
2.0,-13.0,u,u,u,-14.0,0.0,u,-4.0,u,u,CC(C)CCNC(=O)CCCn1c(=O)[nH]c2ccc(Br)cc2c1=O
4.0,2.0,101.0,99.0,101.0,6.0,0.0,107.0,3.0,99.0,102.0,Cc1ccc(C)c(NC(=S)NC2CC3CCCC(C2)N3CC(C)C)c1 (stereo not given)
-2.0,-4.0,95.0,96.0,96.0,-5.0,-1.0,94.0,-5.0,97.0,96.0,Cc1ccccc1NC(=O)N1CCC(C(=O)c2ccc(F)cc2)CC1

# The last 3 records of the part before lead into the next.
Bcl-W Bim block,Bcl-2 Bim block,HRas wt GTP,Cdc42 wt,Rab2A wt mod,Bim-Bfl-1,Bcl-XL Bim block,Rac1 wt GTP bind,Bcl-B Bim block,Rac1 mut GTP,Rab7 wt GTP bind,structure
2.0,-13.0,u,u,u,-14.0,0.0,u,-4.0,u,u,CC(C)CCNC(=O)CCCn1c(=O)[nH]c2ccc(Br)cc2c1=O
4.0,2.0,101.0,99.0,101.0,6.0,0.0,107.0,3.0,99.0,102.0,Cc1ccc(C)c(NC(=S)NC2CC3CCCC(C2)N3CC(C)C)c1 (stereo not given)
-2.0,-4.0,95.0,96.0,96.0,-5.0,-1.0,94.0,-5.0,97.0,96.0,Cc1ccccc1NC(=O)N1CCC(C(=O)c2ccc(F)cc2)CC1
0.0,-12.0,96.0,97.0,97.0,-17.0,-9.0,95.0,-13.0,94.0,96.0,O=C(Cn1c(NCCO)nc2ccccc21)c1ccco1
5.0,-5.0,100.0,98.0,101.0,-8.0,1.0,98.0,-5.0,96.0,103.0,CCN(CC)S(=O)(=O)c1cccc(NC(=O)COC(=O)c2cc(C)oc2C)c1
-2.0,-2.0,98.0,99.0,98.0,-9.0,-5.0,102.0,-6.0,99.0,100.0,Cc1ccc(NC(=O)C(OC(=O)c2cc(C)oc2C)c2ccccc2)cc1 (stereo not given)
-2.0,0.0,101.0,100.0,98.0,0.0,0.0,105.0,1.0,99.0,99.0,COc1ccc(CN2C(=O)c3ccccc3C2C(=O)NCCc2ccccc2)c(OC)c1 (stereo not given)
1.0,-1.0,93.0,91.0,95.0,4.0,5.0,93.0,3.0,96.0,92.0,O=C1CCCC2=C1C(c1ccccc1O)C1=C(CCCC1=O)O2
-2.0,2.0,98.0,96.0,99.0,-2.0,-3.0,99.0,0.0,96.0,100.0,Cc1ccc(S(=O)(=O)N2CCN(Cc3nc4sc(C)c(C)c4c(=O)[nH]3)CC2)cc1
6.0,-2.0,101.0,97.0,99.0,-11.0,-12.0,102.0,-3.0,96.0,99.0,COC(=O)C1=C(C)N(C2CCCC2)C(=O)C1(NC(C)=O)C(F)(F)F (stereo not given)
-7.0,-3.0,101.0,102.0,102.0,-3.0,-5.0,103.0,-1.0,100.0,101.0,CCOC(=O)c1c(C)oc2c1c(CN1CCN(C(=O)OCC)CC1)c(O)c1ccccc12
-2.0,0.0,91.0,91.0,91.0,6.0,0.0,91.0,4.0,91.0,96.0,Cc1ccccc1NC(=O)C(=O)NCCc1c[nH]c2ccccc12
-1.0,-2.0,94.0,95.0,98.0,-2.0,-1.0,96.0,-4.0,95.0,95.0,CCn1ncc([C@@H]2C[C@H]3CN(Cc4cccc(Cl)c4)C(=O)[C@]34CCCN24)c1C
